High-throughput results deposited in PubChem BioAssay by several laboratories.
b-catenin transl: modulators of beta-catenin nuclear translocation. HeLa beta-catenin nuclear translocation, immunofluorescence imaging. nuclear translocation activity, % at 5 µM. 190,000 compounds, 0.3% hits;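 active = nuclear translocation activity above 50% at 5 µM, with a well cell count of 50 or more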;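 also: per-cell ratio of nuclear to cytoplasmic median beta-catenin stain intensity; plate controls were DMSO negative control for no effect and GSK-3 inhibitor IX positive control for full effect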
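System: HeLa cells, endogenous beta-catenin; compound dosing: 5 µM primary single dose, 0.1% DMSO, 0.02–20 µM confirmation series; incubation: 24 h compound exposure at 37°C, 5% CO2; signal: beta-catenin immunofluorescence imaging with DAPI; evaluation: % activation, nuclear-to-cytoplasmic median beta-catenin signal ratio per cell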
CSM14.1 death rescue: rescue of cells from ER stress-induced death, primary screen, 384-well, CSM14.1, thapsigargin, ATP luminescence (AID 1222). CSM14.1 thapsigargin-induced death rescue, ATP luminescence; higher % means a stronger effect. one-dose cellular ATP content (survival), % at 20 µM; EC50 in µM for titrated hits. 190,000 tested, under 10 active;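 active = EC50 below 50 µM in the dose-response confirmation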;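 also: death triggered by thapsigargin at about 15 µM added after 2 h compound pretreatment; cell ATP read after overnight thapsigargin exposure of roughly 18 to 22 hours; normalized against plate controls of thapsigargin alone and 5% DMSO vehicle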
Hep lipid drop: modulators of hepatic lipid droplet formation; inhibition, % at 6.5 µM; 240,000 compounds, 0.4% hits; AML12 mouse hepatocytes, oleate lipid droplets, BODIPY imaging;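 active = lipid droplet intensity inhibited by at least 50%, with more than 500 cells counted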
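Test system: AML12 hepatocytes (mouse); reagent: oleate loading, 100 µM; dosing: one dose, 6.5 µM compound; incubation: overnight exposure; signal: fluorescence imaging, 20x objective, two fields per well; read-out basis: % inhibition of corrected integrated BODIPY droplet signal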
XIAP antagonists: XIAP antagonists, biochemical, IAP family, fluorescence polarization (AID 1018); XIAP BIR domain, fluorescence polarization peptide displacement; higher % means a stronger effect; displacement, % at 20 µM, or IC50 in µM where a hit was titrated; 200,000 compounds, 0.007% hits; in the data active = displacement above about 50%; also: a part of the inactive calls stands beside numbers as strong as those of hits
Dynein transport: dynein cargo transport inhibition. 3617.4 mouse cells, GR-EGFP nuclear translocation imaging; test concentration mostly 20 µM; stimulated with dexamethasone, 1 µM; active compounds read low. z-score, hits read low. 220,000 compounds, 0.47% hits. AID 1381;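 active = plate z-score of nuclear minus cytoplasmic receptor signal below a set negative limit, without overly bright fluorescence or cell loss, cut at about -3.5 in these data, passing the limit was not always enough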;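 also: z-score of nuclear minus cytoplasmic ring GR-EGFP intensity difference per well; some compounds called inactive have numbers as strong as hits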
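medium = tetracycline-free induction medium containing charcoal-stripped FBS | also added = 1.0 µM final dexamethasone stimulus | schedule = 48 h induction, 1 h compound, 30 min dex at 37 °C | technique = fixed, Hoechst-stained cells imaged at 10x for EGFP | measure = GR-EGFP nuclear translocation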
WT yeast gro inh: growth inhibition of WT yeast, mitochondrial fusion screen | mitochondrial fusion phenotypic screen, WT strain | inhibition, % at 10 µM | 190,000 compounds, 2.1% hits; in the data active = inhibition above about 58%; tested in S. cerevisiae
Insulin prom up: MIN6 insulin promoter up-regulation; MIN6 insulin promoter-GFP reporter, high-content imaging; active compounds read high; z-score at 5 µM; 190,000 compounds, 0.3% hits; AID 1625;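 active = z-score above 3 at 5 µM with at least 500 cells counted in the well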
Autophagy HCS: autophagy modulation, high-content screen | MEF GFP-LC3 puncta imaging; test concentration mostly 10 µM | calls only at 10 µM (by protocol) | 190,000 compounds, 0.98% hits | AID 463193;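 active = percentage of spot-positive cells more than 3 SD above its plate mean, without a fluorescence outlier flag or 80% toxicity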;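 also: spot-positive cell cutoff set from DMSO-treated cells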
MT stabilizer: microtubule stabilizers in HeLa cells; HeLa tubulin immunostaining HCS, 24 h; share of cells brighter than vehicle mean+2SD; % tubulin-high responders, % at 10 µM; AID 2205; 200,000 compounds, 0.83% hits;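 active = plate Z-score above 3 for both tubulin-high and condensed-nucleus cell shares, with cell loss under 80%, at 10 µM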;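 also: anti alpha tubulin signal scored within the nucleus-defined area of each cell; some results filed as inactive read as strong as hits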
WT yeast gro inh mutant strain: further read-out of WT yeast gro inh, marked with its call; inhibition, %; mitochondrial fusion phenotypic screen, mutant strain inhibition
Dynein transport cytoplasmic EGFP: second read-out of Dynein transport, no call of its own (marks repeat the call); z-score; measured here: cytoplasmic GR-EGFP intensity; active compounds read high
Dynein transport nuclear GR-EGFP: second read-out of Dynein transport, no call of its own (marks repeat the call); z-score; measured here: nuclear GR-EGFP intensity;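 lower value marks the stronger effect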
Dynein transport cell count: recorded beside Dynein transport, whose call it bears; z-score; measured here: cell count per field
Insulin prom up cell count: second read-out of Insulin prom up, no call of its own (marks repeat the call); cell count; measured here: cytotoxicity, nuclei count;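 total cells summed across four imaged fields per well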
Hep lipid drop cells 6.5 µM: recorded beside Hep lipid drop, whose call it bears; cell count; measured here: cell count, cytotoxicity flag;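 cells counted across two imaged fields per well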
b-catenin transl cell count 5 µM: also measured in b-catenin transl; calls as there; cell count; measured here: cell count, cytotoxicity flag
MT stabilizer Hoechst-high %: second read-out of MT stabilizer, no call of its own (marks repeat the call); % Hoechst-high responders; measured here: nuclear condensation Hoechst responders;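 share of cells brighter than vehicle mean plus two SD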
MT stabilizer cytotoxicity %: second read-out of MT stabilizer, no call of its own (marks repeat the call); toxicity, %; measured here: cytotoxicity by cell density;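 0% = mean cell density of plate MIN control wells and 100% = no cells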
Autophagy HCS cell loss 18 h: second read-out of Autophagy HCS, no call of its own (marks repeat the call); toxicity, %; measured here: cell loss, nuclei count;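 cell loss after 18 h compound exposure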
* hit, by the source's call; i = inactive; · = no result given.

SMILES | b-catenin transl | b-catenin transl cell count 5 µM | CSM14.1 death rescue | Hep lipid drop | Hep lipid drop cells 6.5 µM | XIAP antagonists | Dynein transport | Dynein transport cytoplasmic EGFP | Dynein transport nuclear GR-EGFP | Dynein transport cell count | WT yeast gro inh | WT yeast gro inh mutant strain | Insulin prom up | Insulin prom up cell count | Autophagy HCS | Autophagy HCS cell loss 18 h | MT stabilizer | MT stabilizer Hoechst-high % | MT stabilizer cytotoxicity %
CC1CCc2c(C(=O)OCC(=O)Nc3cccc(S(=O)(=O)N4CCCCCC4)c3)csc2C1 (stereo not drawn) | · | · | -1.0% | 2 | 631 | -6.1% | 0.077 | -0.28 | 0.21 | -0.51 | 1 | -16 | 0.03 | 1267 | i | 8 | 1.6 | 3.6 | 7.8
COc1cc2c(c(OC)c1OC)CC(=O)N(C)CC2 | · | · | -4.5% | -5 | 770 | -2.4% | -0.73 | -0.31 | -0.66 | 0.46 | -12 | 17 | 0.23 | 1369 | i | 6 | 7.7 | 2.8 | 3.2
Cc1ccc(Nc2ncccc2C(=O)NCc2cccs2)c(C)c1 | · | · | 2.8% | · | · | -3.8% | 0.042 | -0.18 | -0.25 | 0.22 | 67* | 67* | · | · | i | -5 | 1.3 | 3.0 | 13
CCOC(=O)C1C(=O)NC(C)C1c1ccccc1 (stereo not drawn) | -0.4 | 1381 | -0.3% | · | · | -3.9% | 0.55 | -0.052 | 0.32 | -0.13 | -7 | -3 | -0.14 | 1602 | i | 6 | 3.3 | 2.6 | 5.6
CCCCOC(=O)c1ccc(O)cc1 | -2.3 | 502 | 13% | 2 | 763 | -4.2% | 0.64 | -0.22 | 0.62 | -0.13 | -7 | 12 | 0.91 | 1118 | i | 2 | 3.2 | 2.8 | 7.0
O=C(/C=C/c1ccccc1)NCCSc1ccc(Cl)cc1 | -0.6 | 1423 | 2.2% | · | · | -3.4% | -0.49 | -0.14 | -0.34 | -0.092 | 14 | -5 | -0.15 | 1540 | i | 38 | 2.2 | 1.8 | 0.3
CN1C(=O)C2(N=c3ccccc3=N2)c2ccccc21 | -12 | 806 | -2.6% | · | · | -6.7% | 0.039 | -0.35 | -0.41 | 0.15 | -11 | -5 | 0.89 | 1095 | i | 28 | 5.7 | 1.9 | 9.7
COc1ccc(NC(=O)N[C@@H](CCSC)C(=O)O)cc1OC | -3.9 | 1226 | · | -2 | 671 | · | 0.071 | -0.28 | -0.38 | 0.03 | · | · | 0.03 | 1447 | · | · | · | · | ·
CC1=C(C(=O)Nc2ccccn2)C(c2ccc(Br)cc2)NC(=S)N1 (stereo not drawn) | · | · | -3.3% | -10 | 672 | -14% | -0.28 | -0.21 | -0.21 | 0.28 | -7 | -13 | -0.28 | 1319 | i | 12 | 6.7 | 20 | 19
COC(=O)c1ccc(OC)cc1OCC(=O)N1CCN(c2ccc(F)cc2)CC1 | -1.4 | 1403 | -1.3% | · | · | -9.7% | -0.21 | -0.24 | 0.42 | 1.1 | 5 | -15 | -0.1 | 1431 | i | -24 | 3.3 | 1.4 | 5.5
COc1cc(OC)c2c(OC)cccc2n1 | -0.9 | 951 | -2.5% | 5 | 718 | -2.8% | -0.28 | -0.27 | -0.014 | 1.2 | -8 | 8 | 0.06 | 1342 | i | -11 | 1.7 | 2.1 | 4.4
Nc1nc(CN2CCN(c3ccccc3)CC2)nc(N2CCCc3ccccc32)n1 | -3.7 | 933 | -2.8% | · | · | -3.3% | -1.3 | -0.22 | -0.49 | 2.2 | 51 | 28 | · | · | i | -6 | 1.9 | 1.4 | 1.9
CCOC(=O)c1cn(CC(=O)Nc2cccc(F)c2)nn1 | -0.8 | 1068 | -0.7% | 0 | 781 | -4.5% | -0.58 | -0.31 | -0.32 | 0.25 | -4 | 11 | 1.3 | 1256 | i | 12 | 2.4 | 1.7 | 8.6
O=C(Nc1ccc(F)cc1)N1CCN(c2ncccn2)CC1 | 0.9 | 949 | -1.4% | 16 | 755 | -9.4% | 1.1 | -0.051 | 1.2 | -1.8 | 1 | -6 | -0.15 | 1631 | i | 15 | 2.3 | 2.2 | 14
Cc1cc(C)n(-c2nc3ccccc3nc2N2CCCC2)n1 | -0.7 | 1141 | 0.7% | 3 | 798 | -1.9% | 0.45 | 0.081 | 0.12 | 1.1 | -1 | -15 | · | · | i | 3 | 3.3 | 2.6 | 8.0
CCC(C(=O)NC1CCCC1)n1c(SCc2cccc(C)c2)nc2ccncc21 (stereo not drawn) | -1.2 | 553 | -2.9% | -5 | 739 | -0.6% | -0.64 | -0.23 | 0.26 | -0.52 | -19 | -6 | 0.22 | 1316 | i | -35 | 3.2 | 1.3 | 13
Cc1c(C#N)sc2nc(-c3ccccc3)nc(N3CCCC3)c12 | -0.7 | 1080 | · | -3 | 658 | -5.1% | -1 | -0.27 | -0.42 | 0.5 | 15 | 15 | 0.32 | 1298 | i | -1 | 3.4 | 0.8 | 1.9
Cc1cc(OCCN2CCCC2)ccc1C(C)C | -2.4 | 1209 | 2.1% | -7 | 736 | -18% | 0.1 | -0.27 | -0.64 | 0.6 | 11 | 3 | 0.63 | 1207 | i | -2 | 4.0 | 1.0 | 4.5
CNS(=O)(=O)c1ccc(NC(=O)c2ccccn2)cc1 | 1.3 | 923 | -0.4% | -2 | 691 | -11% | -0.6 | -0.25 | -0.75 | 0.73 | -5 | 7 | -0.04 | 1310 | i | -11 | 3.4 | 3.8 | 8.0
c1ccc(-c2csc3ncnc(NCC4COc5ccccc5O4)c23)cc1 (stereo not drawn) | -1.1 | 494 | 1.0% | -82 | 571 | -6.1% | -0.75 | 0.51 | -0.58 | -0.055 | 72* | 46* | -0.16 | 1423 | i | 1 | 1.8 | 1.5 | 4.6
Cc1c(Cl)c(-c2n[nH]c(=S)n2-c2ccc(F)cc2)nn1C | -2.9 | 1005 | -1.2% | · | · | 3.5% | -0.21 | -0.2 | -0.27 | -0.65 | -1 | 19 | 0.61 | 1622 | i | -31 | 3.6 | 2.0 | 0.1
COc1cccc(NC(=O)C(OC(=O)c2ccccc2NS(=O)(=O)c2cccs2)c2ccccc2)c1 (stereo not drawn) | -0.6 | 1122 | 2.6% | -4 | 651 | -4.9% | -0.94 | -0.21 | -0.69 | 0.76 | 5 | 12 | -0.61 | 1469 | i | -31 | 3.6 | 2.2 | 6.9
COC(=O)c1c(NC(=O)c2ccc(C)cc2)csc1C | 0.8 | 1126 | · | 0 | 689 | · | -0.5 | -0.27 | -0.28 | 0.56 | · | · | -0.19 | 1543 | · | · | · | · | ·
CCOC(=O)c1cc2c(=O)n3ccccc3nc2n(CC(C)C)c1=NC(=O)c1c(-c2c(F)cccc2Cl)noc1C | 3.8 | 1066 | -3.9% | 22 | 597 | -7.0% | 0.18 | 0.47 | 0.2 | -0.37 | 31 | 14 | -1.3 | 1241 | i | 6 | 4.7 | 3.1 | 2.8
Cc1ccc(S(=O)(=O)N2CCC(=O)N(CCOCc3ccccc3)CC2)cc1 | · | · | -2.9% | -3 | 700 | -7.6% | 0.65 | -0.32 | 0.66 | 0.33 | 20 | -11 | 0.83 | 1226 | i | -61 | 3.7 | 2.9 | 2.2
O=C(CSc1nn(-c2ccccc2)c(=S)s1)NC(=O)NCc1ccco1 | -1.0 | 1201 | -2.1% | -13 | 750 | -11% | 0.2 | -0.026 | -0.056 | 0.27 | 8 | 14 | 0.79 | 822 | i | -39 | 3.3 | 3.4 | 5.7
NC(=O)[C@H]1CC2(CC(c3cccc(NC(=O)COc4ccc(Cl)cc4)c3)=NO2)CN1C(=O)CC(c1ccccc1)c1ccccc1 (stereo partly drawn) | -0.4 | 1076 | · | -6 | 686 | · | 0.31 | -0.75 | 0.28 | -0.53 | · | · | -0.63 | 866 | · | · | · | · | ·
CN1C(=O)CC(c2ccco2)Sc2ccccc21 (stereo not drawn) | -0.1 | 1308 | -0.6% | · | · | -8.7% | -1.1 | -0.12 | -0.39 | 0.2 | -12 | -26 | -0.17 | 1406 | i | 7 | 8.0 | 4.5 | 3.2
COc1cccc(CC(NC(C)=O)C(=O)NC2CCN(c3ncccc3[N+](=O)[O-])CC2)c1 (stereo not drawn) | -3.2 | 1104 | -0.1% | 0 | 675 | -2.5% | -0.44 | -0.15 | -0.34 | 0.27 | -4 | -6 | 0.15 | 1343 | i | 0 | 4.5 | 0.7 | 10.0

3 compounds picked at random from those above:
SMILES | b-catenin transl | b-catenin transl cell count 5 µM | CSM14.1 death rescue | Hep lipid drop | Hep lipid drop cells 6.5 µM | XIAP antagonists | Dynein transport | Dynein transport cytoplasmic EGFP | Dynein transport nuclear GR-EGFP | Dynein transport cell count | WT yeast gro inh | WT yeast gro inh mutant strain | Insulin prom up | Insulin prom up cell count | Autophagy HCS | Autophagy HCS cell loss 18 h | MT stabilizer | MT stabilizer Hoechst-high % | MT stabilizer cytotoxicity %
CCCCOC(=O)c1ccc(O)cc1 | -2.3 | 502 | 13% | 2 | 763 | -4.2% | 0.64 | -0.22 | 0.62 | -0.13 | -7 | 12 | 0.91 | 1118 | i | 2 | 3.2 | 2.8 | 7.0
Cc1ccc(Nc2ncccc2C(=O)NCc2cccs2)c(C)c1 | · | · | 2.8% | · | · | -3.8% | 0.042 | -0.18 | -0.25 | 0.22 | 67* | 67* | · | · | i | -5 | 1.3 | 3.0 | 13
O=C(Nc1ccc(F)cc1)N1CCN(c2ncccn2)CC1 | 0.9 | 949 | -1.4% | 16 | 755 | -9.4% | 1.1 | -0.051 | 1.2 | -1.8 | 1 | -6 | -0.15 | 1631 | i | 15 | 2.3 | 2.2 | 14
